Compound activity: PubChem BioAssay, Sanford-Burnham Center for Chemical Genomics
APJ antagonist – antagonists of human APJ apelin receptor; P35414; CHO-K1 APJ beta-arrestin complementation, luminescence; inhibition, % at 20 µM; 0.32% of 330,000 active;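 active = inhibition above about 40% at 20 µM, limit read from the data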;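 note: cells challenged with 10 nM apelin-13 agonist together with compound; plate controls were apelin-13 plus DMSO wells for no effect and DMSO wells lacking apelin-13 for full effect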
Target sequence (P35414 whole entry, looked up): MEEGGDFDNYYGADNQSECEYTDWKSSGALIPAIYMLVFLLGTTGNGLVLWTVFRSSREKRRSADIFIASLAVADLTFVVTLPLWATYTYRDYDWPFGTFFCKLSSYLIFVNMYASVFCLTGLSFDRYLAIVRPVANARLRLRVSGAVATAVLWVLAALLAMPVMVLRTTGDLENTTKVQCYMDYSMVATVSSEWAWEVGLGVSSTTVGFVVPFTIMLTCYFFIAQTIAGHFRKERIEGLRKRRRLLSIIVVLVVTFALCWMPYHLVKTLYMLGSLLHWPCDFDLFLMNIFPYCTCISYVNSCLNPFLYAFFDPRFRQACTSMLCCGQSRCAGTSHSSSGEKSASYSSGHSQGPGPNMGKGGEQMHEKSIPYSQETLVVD
TIM10 inh – growth inhibitors of TIM10 yeast strain; AID 463195; inhibition, % at 10 µM; 1.4% of 330,000 active; S. cerevisiae TIM10 strain growth, BacTiter-Glo luminescence, 24 h;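 active = inhibition of 40% or more at the single tested concentration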;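 note: wild-type TIM10 isogenic control strain grown at permissive 25 °C; 0% = DMSO yeast wells and 100% = minimal medium wells without yeast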
tim10-1 inh – inhibits growth of tim10-1 mutant yeast; inhibition, % at 20 µM; S. cerevisiae tim10-1 ts strain growth, BacTiter-Glo, 24 h; AID 463190; 2.2% of 330,000 active;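 active = inhibition of at least 40%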;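 note: mutant grown at 25 °C; 0% = DMSO wells with yeast and 100% = wells holding no yeast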
APJ agonist – APJ receptor agonism; CHO-K1 APJ PathHunter beta-arrestin, luminescence; 0% DMSO wells, 100% apelin; 0.11% of 330,000 active; activation, % at 20 µM; AID 2520; P35414;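 active = activation more than six SD over the plate average, tested at 20 µM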;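 note: 0% = DMSO alone and 100% = apelin-13 at 10 nM; some results filed as inactive read as strong as hits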
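Material: engineered CHO-K1 APJ arrestin reporter cells; amount: 1000 CHO-K1 reporter cells seeded per well; incubation: compound stimulation 90 min at 25 °C, detection 60 min; signal: luminescent beta-gal fragment complementation, chemiluminescent substrate; read-out basis: APJ agonist activity; controls: DMSO-only wells as negative, 10 nM Apelin-13 as positive control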
tim23-1 inh – inhibits growth of tim23-1 mutant yeast | S. cerevisiae tim23-1 growth, BacTiter-Glo luminescence, 24 h | inhibition, % at 20 µM | 1.3% of 330,000 active | AID 463212;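 active = growth inhibition of the mutant yeast at or above 50%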;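 note: temperature-sensitive mutant grown at 25 °C; plate controls were DMSO-treated mutant yeast for no effect and medium wells lacking yeast for full effect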
Mdm2 MdmX PPI – human Mdm2/MdmX binding inhibition; inhibition, % at 8 µM; SaOS-2 split-luciferase Mdm2/MdmX complementation, luminescence; AID 485346; 3% of 330,000 active;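 active = inhibition of at least 50% at 8 µM in the primary screen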
UPR CHOP act – apoptotic UPR (CHOP) activation; CHO-CHOP luciferase reporter, luminescence; percent of tunicamycin response over DMSO baseline; activation, % at 10 µM; 0.34% of 330,000 active; AID 449763;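 active = at 10 µM dose, activation of 40% or more, normalized to positive control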;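 note: 100% = tunicamycin at 10 µg/mL and 0% = DMSO alone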
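System: CHO CHOP reporter cells. Amount: 500 cells per well. Buffer or medium: F12 medium, 10% FBS. Compound dosing: one dose, 10 µM in 0.5% DMSO. Incubation: 6 h compound exposure at 37 °C after overnight seeding. Technique: Steady-Glo luciferase luminescence. Benchmarks: tunicamycin and DMSO controls.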
UPR XBP1 act – adaptive UPR (XBP1) activation; CHO-XBP1 luciferase reporter, IRE1-XBP1 UPR activation, luminescence; percent of tunicamycin response, DMSO as zero; activation, % at 20 µM; 0.33% of 330,000 active;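 active = versus positive control, 20 µM dose yields 30% or more activation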;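 note: 100% = tunicamycin at 10 µg/mL and 0% = DMSO only wells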
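Assay system: IRE1-XBP1 luciferase reporter CHO line. Input: 1000 cells/well. Buffer or medium: F12 with 10% serum. Doses: 20 µM, 1% DMSO. Times: overnight seeding at 37 °C, 6 h compound treatment at 37 °C. Technique: Steady-Glo luciferase glow luminescence, 10 min after reagent addition.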
CXCR6 block – CXCR6 (human) receptor inhibition. O00574. CHO-K1 PathHunter CXCR6 beta-arrestin, luminescence. inhibition, % at 20 µM. 0.36% of 360,000 active; in the data active = inhibition above about 34%, passing the limit was not always enough;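 note: antagonist mode with CXCL16 agonist at 10 nM final; 0% = 10 nM CXCL16 with DMSO and 100% = unstimulated wells without agonist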
Target sequence (O00574 whole entry, looked up): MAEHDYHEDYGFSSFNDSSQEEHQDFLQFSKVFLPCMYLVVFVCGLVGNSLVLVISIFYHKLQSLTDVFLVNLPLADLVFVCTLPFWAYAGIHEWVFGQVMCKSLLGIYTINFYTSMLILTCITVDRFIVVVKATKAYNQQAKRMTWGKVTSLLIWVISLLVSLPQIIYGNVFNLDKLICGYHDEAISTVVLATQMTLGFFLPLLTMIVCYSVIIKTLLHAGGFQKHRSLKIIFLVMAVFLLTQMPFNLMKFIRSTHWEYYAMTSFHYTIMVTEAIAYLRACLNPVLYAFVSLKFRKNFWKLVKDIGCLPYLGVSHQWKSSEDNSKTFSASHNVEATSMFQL
* marks the source's active call; other numbers are inactive results; x = no result given.

SMILES	APJ antagonist	TIM10 inh	tim10-1 inh	APJ agonist	tim23-1 inh	Mdm2 MdmX PPI	UPR CHOP act	UPR XBP1 act	CXCR6 block
CCOC(=O)c1cnc2c(C#N)cnn2c1N	4.2	-5.7	15.5	0.5	1.8	8.6	-0.3	-0.2	-1.0
Cn1c(=O)c2ncn(CC(=O)NCCOCc3ccccc3Cl)c2n(C)c1=O	-8.5	-20.1	19.3	-3.0	7.0	11.8	-2.1	-0.5	1.8
O=C(COC(=O)/C=C/c1ccc(OC(F)F)cc1)NC(=O)NCc1ccccc1	0.8	-1.7	-0.4	0.8	-10.4	13.4	-0.2	1.4	1.8
COc1ccc(-n2nc(C(=O)NCC(=O)N3CCC(C)CC3)c3ccccc3c2=O)cc1	21.2	-1.2	21.6	-0.5	31.2	-12.3	4.5	11.5	-7.7
O=c1c2ccccc2oc2cc(C#CC3(O)CCCCC3)ccc12	-21.7	13.5	21.9	1.4	30.2	87.0*	-5.2	-6.0	-2.9
CC1=CSC2=NS(=O)(=O)CCN12	-10.3	4.8	6.4	-2.9	8.7	-0.4	-1.0	-3.2	-2.3
O=C(NCCc1cccnc1)c1cc(COc2ccc(F)cc2F)on1	-1.7	6.2	17.1	-2.8	18.7	2.2	3.2	0.4	-5.6
CCN(CC(=O)Nc1c(F)cccc1F)C(=O)Cc1ccc(OC)c(S(=O)(=O)N2CCOCC2)c1	3.7	0.4	-3.5	-4.5	-18.7	3.4	-0.2	-3.5	5.4
CCc1nccn1CCC(=O)N1CCCC(N2CCN(c3cccc(Cl)c3)CC2)C1 (stereo not drawn)	15.4	-6.9	-12.6	-2.3	0.6	-13.2	4.2	0.9	-0.7
C#Cc1ccc([C@@H]2C=C(C(=O)NCc3ccccc3)O[C@H](OCc3ccc(CO)cc3)C2)cc1	4.0	11.2	26.0	2.6	17.7	-23.1	0.2	-1.3	-1.9
O=C(Cn1ccccc1=S)c1ccc(Cl)c(Cl)c1	7.9	-21.0	4.1	-2.5	21.0	-5.9	1.4	1.0	7.7
O=c1c2ccccc2nnn1CSc1ccccc1F	-1.2	-13.3	4.6	4.2	5.6	-108.5	2.1	-0.7	1.9
NS(=O)(=O)c1ccc(NNC(=O)c2cccs2)cc1	-14.2	-21.2	-7.0	-1.2	-4.8	14.7	-0.3	-1.7	-16.6
O=C(O)C1(c2ccccc2)CCN(S(=O)(=O)c2ccc(F)c(F)c2)CC1	-21.1	-7.4	0.6	0.1	12.8	-5.7	-0.8	2.6	-5.5
CCOC(=O)c1c(C)[nH]c(C(=O)COC(=O)CSC)c1C	4.9	5.5	6.4	-2.1	8.9	-5.9	1.6	-4.5	4.6
COc1ccc(C(=O)CSC#N)cc1OC	11.3	-58.2	-15.8	-4.4	-122.5	22.8	5.1	14.7	0.5
CCN1C(=O)c2cccc3c(S(=O)(=O)Nc4c(C)n(C)n(-c5ccccc5)c4=O)ccc1c23	9.9	4.4	8.2	-1.8	16.1	9.8	-3.3	-1.2	-0.6
Cc1c(C(C)(C)O)[nH]c2cc(C(F)(F)F)ccc12	4.0	1.6	13.2	-1.9	16.6	-2.8	-0.1	-1.3	-25.9
Cc1cccc(/C=C2\CCC(=C3SCCCS3)C2=O)c1	21.5	44.4*	34.1	-5.3	49.2	22.8	-7.8	-12.3	14.1
N/C(=N\OC(=O)c1ccc(Cl)cc1Cl)c1ccccn1	-8.6	72.0*	41.1*	0.3	76.4*	51.7*	-11.0	-6.4	-17.8
Cc1ccc(SCc2c(C(=O)N/N=C/c3ccoc3)nnn2-c2nonc2N)cc1	-5.6	-0.7	17.2	7.3	7.8	-2.0	1.6	-1.0	-5.7
Cn1ccnc1SCC(=O)Nc1nc2c(F)c(F)c(F)cc2s1	2.7	3.5	3.4	-4.2	-10.0	-30.2	0.8	3.0	10.8
CCc1cccc(NS(=O)(=O)c2ccc3c(c2)N(C)CCO3)c1	-0.8	14.0	18.3	-1.0	32.6	19.3	0.0	-3.4	-12.0
Cc1ccc(C)c(NC(=O)c2nnn(Cc3ccccc3)c2N)c1	-4.1	14.4	8.7	0.9	15.8	16.7	-1.2	-4.4	-0.4
OC1(c2ccc3ccccc3c2)CCN(Cc2ccccc2)C1 (stereo not drawn)	-28.4	-69.9	-22.2	-4.0	-15.6	8.0	-1.9	-1.1	8.5
Cc1ccc2c(c1)C1CN(C)CCC1N2C(=S)NC(=O)c1ccc(Cl)cc1Cl (stereo not drawn)	-20.8	10.1	11.4	-2.8	14.7	-25.8	0.2	-0.3	4.1
CC(Oc1ccccc1)C(=O)Nc1ccc(F)c(S(=O)(=O)N2CCOCC2)c1 (stereo not drawn)	-12.0	18.5	22.0	12.8	22.7	7.8	0.4	-2.0	-5.5
CCN(CC)CCN1C(=O)C(=O)/C(=C(/O)c2cnn(-c3ccccc3)c2C)C1c1cccnc1 (stereo not drawn)	20.5	6.4	8.6	2.1	14.3	14.5	-0.8	0.5	-5.3
O=C(NNC(=S)NCc1ccco1)c1ccc(Cl)s1	19.6	13.0	8.1	-2.4	2.8	6.2	-1.0	-1.1	5.9
COc1cc(/C=C2/C(=O)N(c3ccccc3)N=C2C)ccc1OS(=O)(=O)c1ccccc1	4.8	18.1	25.3	-1.4	30.4	22.9	4.3	1.1	x
COCC(C)OC(=O)c1c(N)n(CC(C)C)c2nc3ccccc3nc12 (stereo not drawn)	34.6	17.8	35.8	-11.7	28.8	4.3	-0.7	2.8	18.2
Cc1ccnc(NC(=O)CNC(=O)Cc2cccc3ccccc23)c1	-13.5	9.1	22.5	3.3	-6.5	15.2	2.6	-1.6	-2.1
Cc1ccc(S(=O)(=O)NCCCN(C)C)cc1	4.8	-6.6	9.0	-3.7	15.0	19.2	-2.5	0.7	-0.5
C[N+](C)(CC#Cc1ccccc1)CC(=O)c1ccccc1	9.7	-22.1	0.6	-2.0	-11.6	16.3	0.1	-0.1	-4.2
CC(NC(=O)c1cc([N+](=O)[O-])cc([N+](=O)[O-])c1)C1CC2CCC1C2 (stereo not drawn)	-52.2	8.5	19.5	15.1	42.6	4.3	1.2	-5.9	-16.0
Cc1cccc(S(=O)(=O)C(C#N)c2nc3ccccc3nc2N2CCCC2)c1 (stereo not drawn)	-57.2	16.3	17.8	-0.8	13.7	10.4	1.4	2.2	-12.7
CC(C)NC(=O)CSc1nnc(CNC(=O)OC(C)(C)C)n1C	9.7	17.9	-2.1	0.0	10.2	7.3	-2.4	-0.9	-1.0
O=C(CN1CCN(c2ccccc2)CC1)N/N=C/c1cccc(F)c1	-6.5	-3.7	14.1	-3.5	11.8	11.3	-2.7	-1.1	13.6
Cc1cccc(C)c1NC(=S)/N=C/N(C)C	-1.2	7.6	2.0	-3.2	-4.8	6.6	-1.2	-0.5	0.8
CCOC(=O)C1(C)/C(=N/Nc2cccc(Cl)c2)C(=O)C(=O)N1c1ccccc1 (stereo not drawn)	31.4	25.2	12.2	-7.2	13.4	-5.7	-5.1	-0.7	27.1
COc1ccc(N=Nc2cc(-c3ccccc3)ccc2O)cc1	3.0	-10.4	1.2	0.6	10.6	-39.3	0.0	-1.4	4.9
COc1ccc(C2=NO[C@@](CC(=O)O)(C(=O)Nc3ccc4c(c3)OCCO4)C2)cc1	-3.8	-4.2	27.6	5.2	22.2	10.1	2.9	-1.7	-5.2
COc1cc(/C=C/C(=O)OCC(=O)NC(=O)NC(C)C)ccc1O	5.2	-4.2	3.6	-4.1	8.2	5.7	-1.4	1.7	-0.1
CCOC(=O)c1cnc2ccc(C)cc2c1Sc1ccccc1	4.4	8.1	23.5	-2.0	28.9	9.4	0.2	2.8	11.3
CC1(C)CC(=O)C=C(NNC(=O)C2CCCCC2)C1	16.1	5.1	12.7	3.0	5.0	-13.1	-2.0	-1.5	3.0
CCC1CCCCN1CCCNC(=O)c1cn(C)c2ccc(S(=O)(=O)N3CCOCC3)cc2c1=O (stereo not drawn)	10.8	2.5	18.9	-8.5	8.8	22.6	-1.9	-0.5	0.8
Nc1nc(-c2ccco2)nc(N2CCCCC2)n1	16.4	13.9	9.6	-3.5	4.8	-1.9	-0.1	-3.1	-0.5
Cc1cccc(NC(=O)C2CCN(c3nccc(C)n3)CC2)c1	-13.2	-5.1	36.3	-0.5	25.1	-6.5	1.1	-0.1	-3.5
COc1ccc(NCc2nnc(SCC(=O)N3CCCc4ccccc43)o2)cc1	-14.2	26.1	13.6	-0.1	-24.1	11.8	0.3	1.8	-1.7
CC(=O)Nc1cccc(-c2csc(Nc3cccc(C)n3)n2)c1	9.8	20.3	10.9	8.7	15.6	-275.4	5.7	-1.1	-2.3
O=C(CCc1nnc2ccc(NCc3ccccc3)nn12)NCC1CCN(C2CCCC2)C1 (stereo not drawn)	-5.9	-15.3	10.9	0.8	4.8	6.0	4.4	-1.3	0.1
CN(CC(=O)Nc1ccc2c(c1)OCCO2)S(=O)(=O)c1ccc(F)cc1	23.6	9.8	-5.2	-1.1	8.4	7.4	4.7	-3.0	5.9
COc1cccc(OC)c1C(=O)Nn1c(-c2cccs2)nc2ccccc2c1=O	11.5	29.2	30.0	-3.8	14.3	5.9	-1.0	-2.0	-3.2
CCOc1ccc(OCC)c(NC(=O)C2CCCN(c3ncccn3)C2)c1 (stereo not drawn)	22.3	3.2	27.0	-3.4	24.0	5.3	-0.2	-0.3	-6.7
O=C(Nc1cccc(-c2nnn(CC(=O)N3CCc4ccccc4C3)n2)c1)C1CCC1	1.8	28.9	21.1	2.5	33.0	-23.3	1.0	-3.1	-6.6
O=C(Cn1c(COc2ccccc2)nc2ccccc21)Nc1cccc(Cl)c1	-15.3	-6.3	5.9	3.1	-1.9	1.9	0.7	5.8	2.6
CCOc1ccc(C2NC(=O)C(C#N)=C(S)N2c2cccc(C)c2)cc1OC (stereo not drawn)	16.0	20.0	8.5	-1.4	10.7	11.9	1.3	1.8	-5.5
Cc1ccc(C(=O)NCC(c2ccco2)N2CCc3ccccc32)cc1 (stereo not drawn)	-22.5	4.5	2.7	3.2	18.0	-1.8	-0.2	0.1	5.7
O=C(CSc1nnnn1C1CCCC1)N1CCN(C(=O)c2ccco2)CC1	-5.4	-7.2	-7.9	-4.1	0.9	5.4	-2.4	0.6	4.0

Sorted by value in CXCR6 block (smallest number first): three from the list above
| Molecule | CXCR6 block |
| --- | --- |
| CCc1cccc(NS(=O)(=O)c2ccc3c(c2)N(C)CCO3)c1 | -12.0 |
| COc1ccc(NCc2nnc(SCC(=O)N3CCCc4ccccc43)o2)cc1 | -1.7 |
| O=C(Cn1c(COc2ccccc2)nc2ccccc21)Nc1cccc(Cl)c1 | 2.6 |

The list is partial (hit frequency here may not be typical).
